OX1R antag-1: human HCRTR1 antagonism. hit rate 0.43% among 330,000. O43613. CHO/OX1R cells, Fluo-8 calcium fluorescence, orexin A. inhibition, % at 5 µM. AID 434989;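 active = inhibition above its plate's threshold, mean inhibition of all tested compounds on the plate plus 3 SD, cut at about 37% in these data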;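 note: 0% = orexin A challenge wells and 100% = SB-334867-A antagonist wells; not every result past the cut was called active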
Target sequence (O43613 whole entry, looked up): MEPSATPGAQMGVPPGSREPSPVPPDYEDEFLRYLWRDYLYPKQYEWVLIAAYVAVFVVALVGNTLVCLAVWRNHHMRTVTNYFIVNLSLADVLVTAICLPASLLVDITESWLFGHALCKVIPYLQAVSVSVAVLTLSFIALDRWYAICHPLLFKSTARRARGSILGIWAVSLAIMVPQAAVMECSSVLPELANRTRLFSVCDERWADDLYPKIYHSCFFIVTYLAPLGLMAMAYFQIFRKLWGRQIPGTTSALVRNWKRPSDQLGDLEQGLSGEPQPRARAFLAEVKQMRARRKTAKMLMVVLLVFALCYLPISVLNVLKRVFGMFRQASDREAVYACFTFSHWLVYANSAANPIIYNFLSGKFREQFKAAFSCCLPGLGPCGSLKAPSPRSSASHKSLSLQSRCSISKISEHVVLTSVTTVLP
OX1R antag-2: antagonists of human orexin 1 receptor (OX1R). hit rate 1.8% among 330,000. OX1R-expressing cells, FRET antagonist read-out. O43613. inhibition, % at 6.6 µM. AID 485270; in the data active = inhibition mostly above about 38%, no sharp cut-off; inactive = mostly below about 40%;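 note: 0% = agonist challenge alone and 100% = reference antagonist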
* hit, by the source's call. Outcome played no part in choosing rows. Share with any hit: about 2.1%.

Values run as follows: OX1R antag-1	OX1R antag-2
> Cc1ccc(C)c(/C(O)=C2\C(=O)C(=O)N(CCCn3ccnc3)C2c2cccnc2)c1 (centres undefined)
 : -17.4	11.1
> CC(C)(C)n1nc2c(c1NC(=O)c1ccc(Cl)c([N+](=O)[O-])c1)CS(=O)(=O)C2
 : 5.0	27.9
> CCOc1ccc(-n2c(=O)c3sccc3n(CC(=O)NC3CCCCC3)c2=O)cc1
 : -5.6	13.1
> CNC[C@H]1Oc2ccc(NC(=O)C3CCCCC3)cc2CC(=O)N([C@H](C)CO)C[C@@H]1C
 : -6.4	1.0
> Cc1cc(=O)[nH]c(CN2CCOCC2)n1
 : -9.7	10.0
> C[C@H](CCC(=O)O)[C@H]1CC[C@H]2[C@@H]3C(=O)C[C@@H]4CC(=O)CC[C@]4(C)[C@H]3CC(=O)[C@]12C
 : 5.8	15.0
> CC(=O)Nc1ccc(NC(=O)C(C)OC(=O)CCC(=O)c2ccc(F)cc2)cc1 (centres undefined)
 : -1.4	15.3
> CC(NC(=O)C1CCCC1)c1ccc2c(c1)OCCO2 (centres undefined)
 : -8.5	-2.7
> Cc1ccc(C)n1-n1cnc2sc3c(c2c1=O)CCCCC3
 : -12.8	9.4
> COC(=O)/C=C/C1=CN(Cc2ccccc2)CCC1=O
 : -8.9	6.7
> CC(C)Cc1ccc(CN2CCCC(NC(=O)Cn3cnnn3)C2)cc1 (centres undefined)
 : -12.8	37.2
> NS(=O)(=O)c1ccc(CNC(=S)NCc2ccc(F)cc2)cc1
 : 4.0	1.2
> Cc1csc(=Nc2cccnc2)n1Cc1ccco1
 : -21.2	34.1
> CCOC(=O)/C(=N\Nc1ccccc1)c1csc(Nc2ccc(C)cc2)n1
 : -35.1	28.7
> COc1ccc(S(=O)(=O)Nc2cc(C(=O)NC(C)C)ccc2N2CCOCC2)cc1
 : -13.3	18.9

Given field by field: entries from further up
Cc1csc(=Nc2cccnc2)n1Cc1ccco1
  OX1R antag-1 = -21.2	OX1R antag-2 = 34.1

CCOC(=O)/C(=N\Nc1ccccc1)c1csc(Nc2ccc(C)cc2)n1
  OX1R antag-1 = -35.1	OX1R antag-2 = 28.7

(more compounds)
Values run as follows: OX1R antag-1	OX1R antag-2
> C[C@@]12CCC=C[C@H]1[C@H](c1ccc3ccccc3c1/C=C/c1ccccc1)N(Cc1ccccc1)C2=O
 : -47.0	26.5
> N#Cc1ccccc1Cn1c(=O)n(Cc2ccc(C(=O)NCc3ccco3)cc2)c(=O)c2sccc21
 : -9.3	15.3
> COC(=O)c1ccc(CSc2ncnc3sc(C)c(C)c23)o1
 : -12.8	18.7
> Cc1ccc(NS(=O)(=O)c2ccc3c(c2)CCN3C(=O)CCC(=O)O)cc1Cl
 : 1.5	3.6
> O=C(OCN1C(=O)c2ccccc2C1=O)c1ccco1
 : -7.5	6.8
> CCCCNc1c(-c2ccc(-c3ccc(OC)cc3)c(OC)c2)nc2ccccn12
 : 14.0	16.1
> CCn1c2ccccc2c2cc(/C=N/O)ccc21
 : 1.3	30.5
> COc1cc(CNS(=O)(=O)c2ccc3c(c2)CC(C)N3C(=O)C2CCC2)cc(OC)c1OC (centres undefined)
 : 0.2	27.8
> CN1CCN(S(=O)(=O)c2ccc(NC(=O)c3ccco3)cc2)CC1
 : 7.7	25.5
> CC(C)Cc1nc(SCC(=O)N2CCOCC2)c2c(=O)n(C)c(=O)n(C)c2n1
 : -7.8	14.7
> COc1ccc2nc(/C=N/NC(=O)CCCCCNC(=O)OC(C)(C)C)ccc2c1
 : -35.8	13.1
> CCOC(=O)C1CCCN(S(=O)(=O)c2cn(C)c(=O)n(C)c2=O)C1 (centres undefined)
 : -1.3	1.2
> O=C(C[C@H]1C(=O)N(CCc2ccccc2)C[C@@H]1Cc1ccccc1)Nc1ccccc1
 : -6.7	33.0
> O=S(=O)(Nc1ncccn1)c1ccc(NS(=O)(=O)c2cccc(Cl)c2Cl)cc1
 : -18.7	6.6
> COc1ccc([N+](=O)[O-])cc1/C=N/NC(=O)c1nonc1N
 : 5.2	16.5
> Cc1ccc(C)c(NC(=O)Cn2cc(C(=O)C3CC3)c3ccccc32)c1
 : -29.1	17.2
> CC1(C)Cc2c(C#N)c(SCCC#N)nc(N3CCOCC3)c2CS1
 : -36.6	27.1
> COC(=O)C1=C(N)Oc2cc(C)n(CCN3CCOCC3)c(=O)c2C1c1cccnc1 (centres undefined)
 : -15.8	13.0
> O=C(NCCN1CCN(Cc2ccccc2)CC1)c1ccc(CS(=O)(=O)c2ccc(Br)cc2)o1
 : -5.8	-6.8
> O=c1[nH]c2ccc(Cl)cc2c(-c2ccccc2)c1CN1CCOCC1
 : 24.3	-7.6
> COC(C(=O)Nc1ccc(NC(=O)C(OC)c2ccccc2)cc1)c1ccccc1 (centres undefined)
 : -14.9	-9.2
> CCSc1nnc(NC(=O)CSc2nc3c(c(=O)n2-c2ccccc2)SCC3)s1
 : -29.8	-1.5
> CCCCCCSc1nsc(NC(C)=O)n1
 : -5.7	24.9
> COc1cccc(-c2ccc3ncnc(NCc4cc(C)cs4)c3c2)c1
 : -16.6	12.0
> CC1CCC2(CC1)NC(=O)N(CC(=O)NC1(C#N)CCCCC1)C2=O (centres undefined)
 : -14.4	16.0
> COc1ccc(C(=O)NCCCc2ccccc2)cc1OC
 : -13.2	2.4
> Cc1ccc(S(=O)(=O)CCC(=O)OCC(=O)Nc2ncc(Cl)cc2Cl)cc1
 : -16.1	23.9
> O=C(CSc1nnc(-c2ccco2)c(-c2ccco2)n1)c1ccccc1
 : 4.2	15.6
> Cc1ccc([N+](=O)[O-])cc1S(=O)(=O)N1CCCC1
 : -15.3	33.5
> Cc1cccc(NC(=O)Cn2nnc(C(=O)NCc3cccs3)c2N)c1C
 : -21.2	15.6

Full records from above. Order of screens: OX1R antag-1, OX1R antag-2
`CCOC(=O)/C(=N\Nc1ccccc1)c1csc(Nc2ccc(C)cc2)n1` reads -35.1, 28.7
`CC(C)Cc1nc(SCC(=O)N2CCOCC2)c2c(=O)n(C)c(=O)n(C)c2n1` reads -7.8, 14.7

Continuation:
Values run as follows: OX1R antag-1	OX1R antag-2
> O=C1/C(=C\c2cccs2)SC(=S)N1C1CCS(=O)(=O)C1 (centres undefined)
 : -10.2	72.2
> CCCNC(=O)CNC(=S)N(Cc1ccccc1F)C1CCCCC1
 : -14.5	6.5
> Cc1ccc(-c2cc(C(=O)NCCc3ccc(S(N)(=O)=O)cc3)c3ccccc3n2)cc1
 : 2.3	23.6
> CCNc1ccc(S(=O)(=O)N(C)C)cc1[N+](=O)[O-]
 : -3.0	27.8
> CN(C)c1ccc(-c2nc3ccccc3n2C)cc1
 : 3.5	18.3
> COc1ccc(CC(=O)OC(C)C(=O)c2ccc(C)cc2)cc1 (centres undefined)
 : -30.4	5.2
> CCOC(=O)c1cc(NC(=O)SCC(=O)O)c(C)nc1C
 : -24.3	20.0
> O=C(O)c1ccc(-c2ncc[nH]2)cc1
 : -7.8	11.9
> Cc1ccc(C2N(c3ccccc3)C(=S)N3CCCN23)cc1 (centres undefined)
 : -17.6	39.4
> COc1ccc(OC)c(N(CC(=O)Nc2ccc3c(c2)OCCO3)S(C)(=O)=O)c1
 : -16.7	10.7
> O=C(CCc1nnc(C2CCCCC2)o1)N1CCN(Cc2ccccc2)CC1
 : -32.7	1.1
> O=C(CSc1ncn[nH]1)Nc1c(F)cc(F)cc1Br
 : 7.2	1.3
> CCOc1ccc(OCCCC(=O)ON=C(N)c2ccccc2Cl)cc1
 : -17.4	-5.5
> Cc1ccnc(NC(=O)c2cc(F)c(F)cc2Cl)n1
 : -7.8	24.2
> CC(C)=CC(=O)OCc1csc(CC(=O)Nc2ccccc2C)n1
 : -20.4	13.8
> O=C(Nc1ccccc1)C1=C[C@@H](C2CC2)C[C@@H](OCc2ccc(CO)cc2)O1
 : -18.8	14.4
> COc1ccc(CN(C(=O)c2cccs2)C(C(=O)NC2CCCCC2)c2ccc3ncccc3c2)cc1 (centres undefined)
 : -20.3	20.8
> N#CCCN(C(=O)COC(=O)c1ccc2c(c1)NC(=O)CS2)c1ccc2c(c1)OCCO2
 : -9.8	2.0
> CC(=O)N1N=C(C)CC1c1ccc(O)cc1 (centres undefined)
 : 2.2	4.5
> Cc1c(Br)c(C(=O)N2CCc3ccccc32)nn1C
 : -2.9	14.4
> Cc1ccc(-n2ncc3c(=O)n(CC(=O)NC4CCCCC4)cnc32)cc1
 : -2.0	32.4
> CCC(C)NC(=O)C1CCN(S(=O)(=O)c2ccc3c(c2)CC(C)N3C(C)=O)CC1 (centres undefined)
 : -7.9	19.0
> O=[N+]([O-])c1ccc(Nc2ccc(Cl)cc2)nc1
 : 23.4	31.1
> CN(c1ccc(C(=O)N2CCN(Cc3ccc4c(c3)OCO4)CC2)cc1)S(C)(=O)=O
 : -16.7	30.0
> CC(NC(=O)Cc1ccsc1)c1ccc(Cl)cc1Cl (centres undefined)
 : -12.0	19.4
> COc1ccc(CCNC(=O)C2CCN(S(=O)(=O)c3cccs3)CC2)cc1OC
 : -21.8	14.5
> O=C1OC(Nc2nccs2)c2ccccc21 (centres undefined)
 : -13.0	10.1
> COc1cccc(C(=O)N2C(C(=O)O)CSC2c2ccccc2Cl)c1 (centres undefined)
 : -0.1	9.1
> CC1CC(=O)NN=C1c1ccc(NCCO)c([N+](=O)[O-])c1 (centres undefined)
 : 4.3	59.4*
> CCCCCN(C(=O)CCC(=O)OCc1ccc(C(C)(C)C)cc1)c1c(N)n(CCCC)c(=O)[nH]c1=O
 : 9.5	-5.9

The list goes on (5 carried over from the part before).
Values run as follows: OX1R antag-1	OX1R antag-2
> COc1ccc(CCNC(=O)C2CCN(S(=O)(=O)c3cccs3)CC2)cc1OC
 : -21.8	14.5
> O=C1OC(Nc2nccs2)c2ccccc21 (centres undefined)
 : -13.0	10.1
> COc1cccc(C(=O)N2C(C(=O)O)CSC2c2ccccc2Cl)c1 (centres undefined)
 : -0.1	9.1
> CC1CC(=O)NN=C1c1ccc(NCCO)c([N+](=O)[O-])c1 (centres undefined)
 : 4.3	59.4*
> CCCCCN(C(=O)CCC(=O)OCc1ccc(C(C)(C)C)cc1)c1c(N)n(CCCC)c(=O)[nH]c1=O
 : 9.5	-5.9
> O=C(CCn1nc(-c2ccc(Cl)cc2)ccc1=O)NCc1cccnc1
 : -14.8	15.4
> COc1ccc(N(CC(=O)NCc2ccccc2)S(=O)(=O)c2c(C)nn(C)c2C)cc1
 : -5.6	25.6
> O=C(NCCCN1CCCC1=O)c1cccc(S(=O)(=O)N2CCN(c3ccccc3)CC2)c1
 : -2.2	6.9
> CCCC(NC(=O)Cc1c(C)c2cc3c(C)c(C)oc3c(C)c2oc1=O)C(=O)N[C@@H](Cc1ccccc1)C(=O)O (some centres undefined)
 : 7.7	8.1
> COC(=O)C1=C(C)N(Cc2ccco2)C(=O)N[C@H]1c1ccc(Br)cc1
 : -31.7	11.8
> N#CCCN(C(=O)COC(=O)c1cc2ccccc2oc1=O)c1ccccc1
 : -7.6	19.3
> O=c1[nH]c(C2CCN(S(=O)(=O)c3ccccc3F)CC2)nc2c1nnn2Cc1ccc(F)cc1
 : -36.1	-2.0
> C[C@@H](C(=O)NC1CCCCC1)N1C(=O)N2CCc3c([nH]c4ccccc34)[C@@]2(C)C1=O
 : -42.5	11.8
> Cc1csc(N2CCCC2=O)n1
 : -1.5	15.9
> O=C(COC(=O)c1ccco1)Nc1cccc(S(=O)(=O)N2CCCCC2)c1
 : -7.8	1.0
> O=C1C2CCCN2C(c2ccccc2)N1c1cccc(Cl)c1 (centres undefined)
 : 1.2	4.6
> O=C(NCC1CCCO1)C1CCCN(S(=O)(=O)c2cccc3nsnc23)C1 (centres undefined)
 : -2.4	55.3*
> O=C(COc1ccc([N+](=O)[O-])cc1)Nc1ccc2c(c1)CCC2
 : 10.1	8.5
> N#Cc1nc(-c2ccccc2F)oc1N1CCCCC1
 : -17.4	21.8
> CC1(C)CC(=O)C(C=NCCN2CCNCC2)=C(O)C1
 : 7.8	13.3
> CC(C)c1ccc(OCC(O)CN2CCN(c3ccccc3)CC2)cc1 (centres undefined)
 : -41.6	10.9
> Cc1cc(C)cc(N=C2SC(CC(=O)Nc3ccccc3)C(=O)N2CCN2CCOCC2)c1 (centres undefined)
 : -0.4	28.1
> COc1ccc(CNCCC2(C(C)C)CCOC(C)(C)C2)cc1 (centres undefined)
 : -38.4	-3.0
> CC(C)(C)N(Cc1ccccc1)C(=O)COc1cccnc1[N+](=O)[O-]
 : -20.9	11.3
> Cc1cc(C)cc(N2C(=O)C3NN=C(C(=O)OCc4ccccc4)C3C2=O)c1 (centres undefined)
 : -9.0	13.4
> CC(OC(=O)c1cccc(-n2cnnn2)c1)C(=O)Nc1ccc(N(C)C)cc1 (centres undefined)
 : -0.1	14.1
> O=C(CN1CCN(C(=O)c2ccccc2)CC1)NC(=O)NCCC1=CCCCC1
 : -30.6	9.3
> CCCCOc1ccc(N(CC(=O)NC(C)C)C(=O)CCC(=O)Nc2ccccn2)cc1
 : -12.8	4.6
> O=C(/C=C/c1cccc(F)c1)Nc1cc(S(=O)(=O)N2CCOCC2)ccc1Cl
 : -16.2	10.3
> COc1ccc(S(=O)(=O)N2CCCCCC2)cc1C(=O)NCCc1ccc(F)cc1
 : -31.8	6.1
> Cc1ccc(S(=O)(=O)N2CCOCC2)cc1C(=O)N1CCN(S(=O)(=O)c2cccc(F)c2)CC1
 : -29.5	2.9
> CSc1ccc(CN(C)Cc2nc3cc(C(F)(F)F)ccc3c(=O)[nH]2)cc1
 : -21.1	19.5
> O=[N+]([O-])c1cc(C(F)(F)F)ccc1N1CCCNCC1
 : 0.3	10.7

Screening data from PubChem BioAssay.
